Source: PubChem BioAssay
mIAP act: activators of mouse IAP, primary screen, biochemical, luminescence, uHTS. intestinal alkaline phosphatase [Mus musculus]. muIAP, CDP-Star luminescence, 30 min; stronger effect = higher value; 1 = vehicle-only enzyme signal, 0 = enzyme-free wells. activation factor at 10 µM. 330,000 tested, 0.24% active. AID 2805, 2010;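 active = activation factor of at least 2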; note: the source names both 10 and 20 µM as test concentration; values of inactives mirror those of a sister screen read the other way
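System: mouse IAP enzyme. Reagent: CDP-Star chemiluminescent phosphatase substrate. Benchmarks: DMSO wells, no-enzyme wells. Times: 30 min enzyme-substrate-compound incubation at room temperature. Detection: luminescence from enzymatic CDP-Star hydrolysis. Doses: test compounds delivered from DMSO solution.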
MPTP inh: mitochondrial permeability transition pore inhibitors, primary screen, biochemical, isolated mouse mitochondria, absorbance; inhibition, % at 10 µM; 360,000 tested, 1.4% active; AID 602449, 2012; Ca2+ swelling absorbance, 30 min;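 active = inhibition of 50% or more, scaled per plate between neutral and stimulator controls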;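 note: 0% = DMSO wells given calcium and 100% = 1 mM EGTA wells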
beta cell repl: inducers of MIN6 beta-cell proliferation, primary screen, ATP luminescence, uHTS; MIN6 cells proliferation, ATPlite luminescence, 48 h; cells starved in 0.2% serum; 100% = growth in 10% serum; proliferation, % at 10 µM; 330,000 tested, 0.29% active; AID 2380, 2010;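 active = compounds whose signal lies at least 3.5 SD above the mean of all wells on their plate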;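 note: 0% = DMSO-treated cells in low-serum medium and 100% = 10% serum control; some compounds called inactive have numbers as strong as hits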
APOBEC3A inh: APOBEC3A ssDNA deaminase inhibitors, primary screen, selectivity assay for APOBEC3G inhibitor project, biochemical, FAM/TAMRA oligo cleavage fluorescence; DNA dC->dU-editing enzyme APOBEC-3A (Homo sapiens), P31941; recombinant A3A, FAM/TAMRA ssDNA deamination fluorescence; inhibition, % at 20 µM; 330,000 tested, 0.41% active; AID 493011, 2011;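 active = at least 40% inhibition at 20 µM here, with at most 30% in a related deaminase screen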;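 note: plate controls were A3A with DMSO for no effect and wells lacking A3A enzyme for full effect; some results filed as inactive read as strong as hits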
Target sequence (P31941 whole entry, looked up): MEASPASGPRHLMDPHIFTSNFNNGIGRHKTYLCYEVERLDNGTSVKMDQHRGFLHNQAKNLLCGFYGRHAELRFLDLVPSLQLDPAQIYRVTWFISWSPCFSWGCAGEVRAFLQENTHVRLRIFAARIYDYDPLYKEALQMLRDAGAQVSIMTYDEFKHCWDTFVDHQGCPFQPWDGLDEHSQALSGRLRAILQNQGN
hIAP activ: human IAP activators, primary screen, biochemical, luminescence, uHTS; Intestinal-type alkaline phosphatase (Homo sapiens), P09923; purified human IAP, CDP-Star luminescence, 30 min; stronger effect = higher value; 1 = vehicle-only enzyme, 0 = enzyme-free background; activation factor at 10 µM; 330,000 tested, 0.16% active; AID 2524, 2010;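 active = activation factor of the enzyme at least 2-fold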; note: the source names both 10 and 20 µM as test concentration; values of inactives mirror those of a sister screen read the other way
GRIN3A LBD mod: binders of NR3A ligand-binding domain, primary screen, biophysical, differential scanning fluorimetry, uHTS | Glutamate receptor ionotropic, NMDA 3A (GRIN3A) ligand-binding domain | NR3A LBD differential scanning fluorimetry, Tm shift; 0% = protein alone, 100% = glycine-bound protein | Tm shift relative to glycine control, % at 25 µM | 340,000 tested, 2.5% active | AID 1259313, 2017;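 active = melting temperature shift of at least 10% of the positive control shift, at one fixed dose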
A3G deaminase: APOBEC3G DNA deaminase inhibitors, primary screen, biochemical, fluorescence, single-stranded DNA substrate, uHTS; AID 493012, 2011; DNA dC->dU-editing enzyme APOBEC-3G (Homo sapiens), Q9HC16; 330,000 tested, 0.28% active; recombinant A3G, ssDNA deamination FAM/TAMRA fluorescence; inhibition, % at 20 µM;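 active = inhibition of at least 40% at 20 µM, with no more than 30% in the related APOBEC3A deaminase screen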;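 note: plate controls were DMSO wells with A3G for no effect and wells lacking A3G enzyme for full effect; some compounds called inactive have numbers as strong as hits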
Target sequence (Q9HC16 whole entry, looked up): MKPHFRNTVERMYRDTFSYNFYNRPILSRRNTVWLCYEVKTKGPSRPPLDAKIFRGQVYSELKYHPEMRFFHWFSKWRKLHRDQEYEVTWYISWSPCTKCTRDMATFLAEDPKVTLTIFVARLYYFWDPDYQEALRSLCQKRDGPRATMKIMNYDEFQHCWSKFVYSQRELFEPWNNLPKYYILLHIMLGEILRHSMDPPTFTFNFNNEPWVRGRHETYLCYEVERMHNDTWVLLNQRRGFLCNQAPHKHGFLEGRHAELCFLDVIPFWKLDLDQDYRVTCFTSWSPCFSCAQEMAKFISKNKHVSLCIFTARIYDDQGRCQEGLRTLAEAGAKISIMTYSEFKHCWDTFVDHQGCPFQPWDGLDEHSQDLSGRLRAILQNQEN
hIAP block: human IAP inhibitors, primary screen, biochemical, luminescence, uHTS. Intestinal-type alkaline phosphatase (Homo sapiens), P09923. purified IAP, CDP-Star luminescence, 30 min. inhibition, % at 10 µM. 330,000 tested, 0.12% active. AID 2544, 2010;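 active = inhibition reaching a set limit with compound at 10 µM in the primary screen, cut at about 35% in these data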;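 note: plate controls were DMSO wells with enzyme for no effect and no-enzyme buffer wells for full effect; values of inactives mirror those of a sister screen read the other way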
mIAP inh: inhibitors of mouse IAP, primary screen, biochemical, luminescence, uHTS. 330,000 tested, 0.2% active. purified mouse IAP, CDP-Star luminescence, 30 min. inhibition, % at 10 µM;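 active = inhibition of at least 40% at 10 µM in the primary screen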;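 note: plate controls were DMSO with enzyme for no effect and no enzyme wells for full effect; values of inactives mirror those of a sister screen read the other way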
* hit, by the source's call; & = joins results of further samples.

(1) CSc1nc(O)c(N=Nc2ccc(F)cc2F)c(=O)[nH]1
(2) COc1ccccc1CN(CC(=O)NCC1CCCO1)C(=O)CNS(=O)(=O)c1ccc(C)cc1 (centres undefined)
(3) Cc1ccccc1N/N=C/c1ccc(N2CCOCC2)cc1
(4) O=C(CSc1nc2ccccc2c(=O)n1-c1ccc(F)c(Cl)c1)Nc1cccc(S(=O)(=O)N2CCOCC2)c1
(5) Cn1ncc(C#N)c1/N=C/N1CCCC1
(6) Cc1ccc(S(=O)(=O)N2CC=C(C(=O)NCc3ccccc3)CC2)cc1
(7) Cc1cc(C)cc(C(=O)OCC(=O)Nc2ncccn2)c1
(8) Cn1cnnc1Sc1ccc(C(=O)OCC(=O)Nc2ccccc2)cc1[N+](=O)[O-]
compound no.	1	2	3	4	5	6	7	8
mIAP act	0.94	1.1	0.94	1.1	1	1.1	1	0.97
MPTP inh	-0.3	-0.8	1.5	0.9	-2.2	-0.9	0.4	2.0
beta cell repl	-7	0	-1	0	-2	-3	0	-2
APOBEC3A inh	-1	3	-1	1	5	-7	5	-2
hIAP activ	0.94	1.1	1.1	1.1	1	0.88	1.1	0.95
GRIN3A LBD mod	0	0	-2	5	1	7	-2	-12
A3G deaminase	-6	1	38	-5	1	-7	-1	-3
hIAP block	6	-13	-12	-10	-2	12	-12	5
mIAP inh	6	-10	6	-10	0	-8	0	3

(9) O=C(N=C1SC2CS(=O)(=O)CC2N1Cc1ccccc1)C1CCCCC1 (centres undefined)
(10) COc1ccc(NC(=O)C/C(C)=N/NC(=O)COc2ccc(OC)cc2)cc1
(11) Cc1nc2nc(CSc3nnc(C)s3)cc(=O)n2[nH]1
(12) COc1ccc(C(C(=O)NC(C)C)N(C(=O)CCC(=O)Nc2nccs2)c2ccccc2F)cc1 (centres undefined)
(13) CCOC(=O)C1CCN(S(=O)(=O)c2ccc3c(c2)CC(C)N3C(=O)C2CCC2)CC1 (centres undefined)
(14) CN1CCN(C2CCCCC2NS(=O)(=O)c2ccccc2)CC1 (centres undefined)
(15) CCCCOc1ccc(C(=O)NC)cc1
(16) COc1cc(C(=O)n2cnc3ccccc32)c([N+](=O)[O-])cc1OC
compound no.	9	10	11	12	13	14	15	16
mIAP act	1	0.93	0.98	0.93	0.94	1	1	0.97
MPTP inh	-0.2	0.0	-0.6&-0.2	-0.6	-0.5	-1.6	1.8	1.4
beta cell repl	-2	0	-2	2	-2	-1	-4	-3
APOBEC3A inh	0	2	-1	-2	-4	3	-1	-3
hIAP activ	0.94	0.93	0.97	1	1.3	0.88	1.1	1.3
GRIN3A LBD mod	2	-1	-4&-2	0	24*	1	-3	2
A3G deaminase	-2	-6	-2	-2	-7	-2	0	5
hIAP block	6	7	3	-3	-27	12	-6	-27
mIAP inh	-1	7	2	7	6	-3	-3	3

(17) Cc1ccc(NC(=O)C(=O)NN)cc1
(18) O=C(Cc1ccc(S(=O)(=O)N2CCOCC2)s1)N1CCN(S(=O)(=O)c2ccc(Cl)cc2)CC1
(19) CC(C)CC(=O)Nc1cccc(-c2nc3ccccc3[nH]2)c1
(20) Cn1ncc(Cl)c1C(=O)Nc1cc(C(F)(F)F)ccc1F
(21) NC(=O)CCn1cnc2ccccc21
(22) Cc1cccc(NC(=O)c2ccc(C(=O)Nc3cccc(C)c3)nc2)c1
(23) Cc1cc(NC(=O)COC(=O)c2c(C)c(C)c(C)c(C)c2C)no1
(24) CCCCN1C(=O)/C(=C2\SC(N3CCCCC3)=NC2=O)c2ccccc21
compound no.	17	18	19	20	21	22	23	24
mIAP act	0.94	0.92	1.1	0.96	0.9	0.91	0.95	0.83
MPTP inh	-1.1	-1.2	3.2	1.1	0.8	11	-0.7	5.9
beta cell repl	-1	-3	-2	-1	-2	-3	-3	-5
APOBEC3A inh	4	2	-1	1	-5	-1	-3	1
hIAP activ	1	0.92	0.99	0.92	0.99	0.97	1.1	1
GRIN3A LBD mod	-2	0	-9	0	0	-1	0	8
A3G deaminase	0	8	-7	-2	-9	-2	-7	3
hIAP block	-4	8	1	8	1	3	-8	-3
mIAP inh	6	8	-13	4	10	9	5	16

(25) COc1ccc(-c2nnc(SCC(=O)NCc3ccco3)o2)cc1
(26) CSc1ccccc1NC(=O)CN(C)CC(=O)Nc1ccc(Cl)cc1F
(27) CC(=O)N1CCN(S(=O)(=O)c2cccc(C(=O)NNC(=O)Cn3ccc(C(F)(F)F)n3)c2)CC1
(28) Cc1cc(C)n(-c2ccc(C(=O)N3CCc4ccccc43)cc2)n1
(29) Cc1ccc(S(=O)(=O)N(C)C)cc1NC(=O)COC(=O)Cc1ccccc1F
(30) Cc1ccc(NC(=O)c2cccc(S(=O)(=O)N3CCCCC3)c2)cc1
(31) CCOc1cccc(OCCCCN2CCCCC2)c1
(32) Cc1nn2c(COc3ccc(NC(=O)C(C)C)cc3)nnc2c2ccccc12
compound no.	25	26	27	28	29	30	31	32
mIAP act	0.97	0.91	1	1.1	1	0.99	1.1	0.94
MPTP inh	0.5	-1.1	0.8	0.6	-1.0	-1.1	0.8	1.0
beta cell repl	-3	1	0	-2	2	0	5	2
APOBEC3A inh	1	-3	1	-4	-3	-3	-1	-2
hIAP activ	1.1	1.8	1.2	1.3	0.97	0.89	0.88	0.95
GRIN3A LBD mod	1	-1	0	-3	0	1	3	-2
A3G deaminase	-5	-10	-7	-6	-7	-7	0	-10
hIAP block	-9	-80	-22	-32	3	11	12	5
mIAP inh	3	9	-1	-7	-2	1	-7	6

(33) O=c1c2nnn(Cc3ccccc3)c2ncn1-c1ccccc1
(34) O=C(OCC(=O)N1CCCC1=O)c1cc(S(=O)(=O)N2CCOCC2)ccc1Cl
(35) CSc1ccccc1NC(=O)CN(C)C(C)C(=O)NCc1ccc2c(c1)OCO2 (centres undefined)
(36) COC(=O)CN(c1ccccc1)S(=O)(=O)c1ccc(F)cc1
(37) CCOCCC(=O)Nc1nnc(CCc2ccccc2)s1
(38) CC(C)C(NC(=O)c1ccccc1)C(=O)N1CCN(C/C=C/c2ccccc2)CC1 (centres undefined)
(39) Cc1ccc(C)c(N(C(=O)c2nsc(Cl)c2Cl)C(C(=O)NC2CCCC2)c2ccc(O)cc2)c1 (centres undefined)
(40) C(=C\c1cccc2ccccc12)/c1nnc(-c2cccs2)o1
compound no.	33	34	35	36	37	38	39	40
mIAP act	0.96	1	0.97	1.1	1	1.1	0.95	1
MPTP inh	-2.5	-0.8	-1.1	16	0.7	-0.6	1.7	3.0
beta cell repl	-2	4	4	-1	-2	5	-4	-4
APOBEC3A inh	-2	-1	-7	-14	-4	4	3	-9
hIAP activ	1.1	0.96	0.92	0.94	0.95	0.99	1	1.1
GRIN3A LBD mod	0	1	3	4	4	0	-1	-43
A3G deaminase	1	-13	-10	6	-1	-2	-4	-5
hIAP block	-6	4	8	6	5	1	-2	-8
mIAP inh	4	0	3	-8	-1	-8	5	-1

(41) O=C(O)c1ccc(NCc2cccs2)cc1
(42) CCOC(=O)Cc1cnc(NC(=O)CSc2nc(N)cc(N)n2)s1
(43) COc1ccccc1/C=C/c1ccc2cccc(O)c2n1
(44) O=C(O)c1cc(S(=O)(=O)N2CCN(C(c3ccccc3)c3ccccc3)CC2)ccc1Cl
(45) O=C(Cn1c(-c2cncs2)nc2ccccc21)NCCc1ccccc1
(46) S=C(NCCc1ccccc1)N/N=C/c1ccc(Cl)cc1
(47) OC1CCN(c2ncnc3nc[nH]c23)CC1
(48) CCc1ncc(C(O)c2cccc3ccccc23)n1C (centres undefined)
compound no.	41	42	43	44	45	46	47	48
mIAP act	1	0.91	0.93	0.95	1	0.84	0.93	1.1
MPTP inh	-0.3	15	-0.1	0.5	-0.1	7.5	2.2	-0.3
beta cell repl	-2	-2	-5	-6	2	-4	-4	1
APOBEC3A inh	-2	6	1	1	2	1	-2	4
hIAP activ	0.98	0.85	1	1.2	1.1	0.97	1.1	1.1
GRIN3A LBD mod	1	1	-2	1	-2	6	-1	-1
A3G deaminase	3	-14	-3	-6	0	-3	-10	2
hIAP block	2	15	0	-17	-10	3	-6	-12
mIAP inh	0	9	7	5	-3	16	7	-11

(49) CC(C)(C)c1cc(CN2CCC(O)CC2)cc(C(C)(C)C)c1O
(50) COc1ccc(OCC(=O)NCCNC(=O)c2ccncc2)cc1
(51) O=C(c1ccc(N2CN(C(=O)c3ccco3)c3nc4ccccc4nc32)cc1)N1CCOCC1
(52) Cc1ccc(S(=O)(=O)N2[C@@H](c3ccccc3)C(C(=O)O)=CC[C@H]2c2cccc(Cl)c2)cc1
(53) COC(=O)c1cccc(NC(=S)Nc2cccc(Cl)c2Cl)c1
(54) C/C(=N\n1c(C)nc2ccccc2c1=O)c1ccc(C)o1
(55) CCN(CC(=O)NC1CCS(=O)(=O)C1)c1nc(-c2ccccc2)nc2ccccc12 (centres undefined)
(56) CCCC12CN3CCN(CC(C3)/C1=N\NC(=O)c1ccc(F)cc1)C2
(57) COc1ccc2cc(C3(C)NC(=O)N(CC(=O)NCc4ccco4)C3=O)ccc2c1 (centres undefined)
(58) O=C(NC12CC3CC(CC(C3)C1)C2)c1ccc(-c2cccc(Cl)c2)o1
compound no.	49	50	51	52	53	54	55	56	57	58
mIAP act	1.1	0.99	0.99	1	0.96	1.1	1	1.1	1	1
MPTP inh	0.0	0.4	0.4	2.1	34	1.0	-0.4	-2.0	1.7	41
beta cell repl	-5	-2	-1	-6	3	-2	0	1	1	-3
APOBEC3A inh	1	1	6	-3	-3	-3	1	2	12	-6
hIAP activ	1.1	0.9	0.99	0.97	0.91	1.1	1.2	0.74	1.3	0.88
GRIN3A LBD mod	3	-2	-3	-12	-2	-1	-1	-2	1	-5
A3G deaminase	-1	-4	5	-6	-8	-6	-1	3	-7	-9
hIAP block	-6	10	1	3	9	-8	-18	26	-27	12
mIAP inh	-6	1	1	-2	4	-13	-2	-10	-4	-1
